Screening results (PubChem)
RECQ1 helicase: qHTS Assay for Inhibitors of RecQ-Like Dna Helicase 1 (RECQ1); ATP-dependent DNA helicase Q1 (Homo sapiens), P46063; RECQ1 DNA unwinding, red fluorescence kinetic read; Potency, µM (series often up to 57.3 µM), for the others: top-dose activity, negative = inhibition, usual class: inhibitors; 0.54% of 240,000 active; AID 2549, 2010;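 further: plate controls were vehicle for no effect and no enzyme for full effect; nearly all actives have a fitted effect of over 30% in size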
Target sequence (P46063 whole entry, looked up): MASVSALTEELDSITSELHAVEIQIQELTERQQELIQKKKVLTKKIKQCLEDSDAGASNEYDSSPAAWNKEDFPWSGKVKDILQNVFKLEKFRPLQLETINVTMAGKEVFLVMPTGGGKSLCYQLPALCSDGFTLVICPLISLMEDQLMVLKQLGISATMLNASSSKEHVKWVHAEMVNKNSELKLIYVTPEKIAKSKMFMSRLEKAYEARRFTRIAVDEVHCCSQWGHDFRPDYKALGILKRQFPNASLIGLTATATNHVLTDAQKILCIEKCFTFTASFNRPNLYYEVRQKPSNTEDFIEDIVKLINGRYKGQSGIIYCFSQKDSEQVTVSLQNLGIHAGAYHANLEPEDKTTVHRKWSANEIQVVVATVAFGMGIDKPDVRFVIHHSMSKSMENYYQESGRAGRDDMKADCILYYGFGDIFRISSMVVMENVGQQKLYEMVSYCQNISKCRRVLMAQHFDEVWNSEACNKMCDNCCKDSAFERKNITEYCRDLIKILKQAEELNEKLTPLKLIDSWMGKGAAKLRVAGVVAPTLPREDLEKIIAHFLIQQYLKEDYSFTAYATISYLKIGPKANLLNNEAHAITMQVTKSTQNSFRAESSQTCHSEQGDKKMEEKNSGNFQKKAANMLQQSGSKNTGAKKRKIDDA
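RECQ1T1 50 nM; forked duplex (20 bp + 30-nt ss tails) 200 nM, ATP 2 mM final; pH 8.0, 2 mM MgCl2, 2.5 ug/ml poly(dI-dC); 15 min compound preincubation; discontinuous kinetic read over 2 h at RT.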
JMJD2E inh: qHTS Assay for Inhibitors of Human Jumonji Domain Containing 2E (JMJD2E); 1.6% of 230,000 active; Lysine-specific demethylase 4E (Homo sapiens), B2RXH2; JMJD2E catalytic domain, FDH-coupled NADH fluorescence (FDH is formaldehyde dehydrogenase); Potency, µM (highest dose often 57.1 µM), for inactives: at the highest dose activity change, negative = inhibition, usual class: inhibitors; active means well fitted inhibition curve with a large enough effect, not every such curve was filed as active; inconclusive means small, poorly fitted or top-dose-only effect, or another doubt; inactive means no such curve, though single readings can be large or run the other way;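 further: 0% = wells with enzyme and -100% = buffer wells without enzyme; nearly all actives have a fitted effect of over 50% in size; many of its hits are not listed in these tables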
Epigenetic derep: Quantitative High-Throughput Screen for Regulators of Epigenetic Control; 0.2% of 280,000 active; AID 1865, 2009; Potency, µM (titrated, usually from 53.9 µM), for inactives: top-dose GFP activation, hits mostly activators; murine LDR cells, GFP reporter derepression, 30 h; further: % of control where 0% means no effect; nearly all actives have a fitted effect of over 60% in size
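GFP-positive cell count by laser-scanning cytometry (objects 20–120 um) after 30 h, 37 C compound exposure of murine LDR cells; reporter is CMV-GFP integrated at a silenced locus, inducible by HDAC or DNMT inhibitors.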
GoLoco inh red: qHTS Assay for Inhibitors of RGS12 GoLoco Motif Activity (Red Fluorophore); Guanine nucleotide-binding protein G(i) subunit alpha-1 (Homo sapiens), P63096; Gai1:RGS12 GoLoco peptide FP, rhodamine, 10 min; Potency, µM (highest dose often 61.6 µM), inactives show top-dose activity, negative = inhibition, hits mostly inhibitors; 0.44% of 230,000 active; AID 880, 2007; active means well fitted inhibition curve with a large enough effect, not every such curve was filed as active; inactive means no such curve, though single readings can be large or run the other way; further: on the % scale 0 is the no-effect control and ±100 the full control effect; nearly all actives have a fitted effect of over 30% in size; many of its hits are not listed in these tables
Target sequence (P63096 whole entry, looked up): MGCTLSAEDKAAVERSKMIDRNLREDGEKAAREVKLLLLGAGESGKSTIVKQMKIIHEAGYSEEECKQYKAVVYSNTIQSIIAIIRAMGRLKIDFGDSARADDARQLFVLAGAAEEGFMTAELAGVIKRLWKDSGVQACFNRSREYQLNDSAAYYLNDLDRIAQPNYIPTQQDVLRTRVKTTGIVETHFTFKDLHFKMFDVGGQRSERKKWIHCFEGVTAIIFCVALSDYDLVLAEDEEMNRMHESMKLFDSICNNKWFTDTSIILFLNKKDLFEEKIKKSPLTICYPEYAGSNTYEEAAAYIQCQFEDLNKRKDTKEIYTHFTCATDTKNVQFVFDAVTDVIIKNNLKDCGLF
Luc counter: Counterscreen for Luciferase (Kinase-Glo TM) Inhibition; Luciferin 4-monooxygenase (Photuris pensylvanica), Q27757; Kinase-Glo luciferase, ATP luminescence, 8 min; Potency, µM (highest dose often 38.3 µM), for inactives: at the highest dose activity change, negative = inhibition, most hits filed as inhibitors; 0.28% of 200,000 active; further: on the % scale 0 is the no-effect control and ±100 the full control effect; nearly all actives have a fitted effect of over 60% in size
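Compounds were added to a substrate mix at pH 7.2 (50 mM imidazole, 10 uM ATP, within the enzyme's linear range), followed by Kinase-Glo detection reagent; luminescence was measured after 8 minutes at ambient temperature.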
NPSR antag: qHTS Assay for Antagonists of the Neuropeptide S Receptor: cAMP Signal Transduction | CHO-NPSR cells, cAMP TR-FRET, antagonist mode | Potency, µM (series often up to 38.3 µM), inactives show at the top dose activity change, negative = inhibition, actives largely listed as inhibitors | 1% of 220,000 active | AID 1461, 2008; further: on the % scale 0 is the no-effect control and ±100 the full control effect; nearly all actives have a fitted effect of over 50% in size; many of its hits are not listed in these tables
SMN2 splice enh: qHTS Assay for Enhancers of SMN2 Splice Variant Expression. AID 1458, 2008. 2.8% of 210,000 active. Potency, µM (series often up to 46.1 µM), for inactives: top-dose activity change, positive = activation, usual class: activators. HEK293 SMN2-luciferase splicing reporter, luminescence, 30-36 h; further: % of control where 0% means no effect; nearly all actives have a fitted effect of over 55% in size
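HEK293 cells carry an SMN2 […]–luciferase reporter in which exon 7 inclusion puts luciferase in frame. Cells were plated 10-12 h before compound addition, then incubated 30-36 h at 37C. ONE-Glo luminescence was read; sodium butyrate at 4.5 mM final served as control.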
IMPase Li cell: qHTS Assay for Identifying the Cell-Membrane Permeable IMPase Inhibitors: Potentiation with Lithium | AID 1457, 2008 | 0.35% of 210,000 active | Potency, µM (highest dose often 59.4 µM), inactives show at the top dose activity, negative = IMPase inhibition, most hits filed as inhibitors | CHO-M1 cells, IP1 TR-FRET (IP-One), carbachol + lithium;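 further: IP1 builds up when IMPase is blocked and the TR-FRET signal falls; plate controls were basal vehicle for no effect and high inhibitor control for full effect; nearly all actives have a fitted effect of over 50% in size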
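Test compounds were applied to CHO-M1 cells previously cultured for 16–30 h at 2000 per well. A small lithium amount accompanied them; after 30 min at 37C, IP1 was quantified by TR-FRET.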
Numbers without * were called inactive; i = inactive; u = inconclusive; x = no result given; [ ] = another dose, or the depositor's remark. Unless noted, the call rests on the fitted dose curve; in most records, active means well fitted curve in the direction sought with a large enough effect; inconclusive means small, poorly fitted or top-dose-only effect, or another doubt; inactive means no such curve, though single readings can be large; an effect the other way counts as inactive or inconclusive. Potency means the concentration at half of the fitted maximal effect. Only part of the results is shown; the hit share may differ from the screen's.

molecule,JMJD2E inh,Epigenetic derep,NPSR antag,RECQ1 helicase,Luc counter,IMPase Li cell,SMN2 splice enh,GoLoco inh red
S=C1NC(c2ccccc2)=NCN1c1ccc(Cl)cc1,-3%,0.0%,-16%[46.1 µM],-10%,19%,22%[38.3 µM],1%,-7%
O=C(CN1CCN(Cc2ccc(Cl)cc2)CC1)N/N=C/c1ccccc1F,-4%,5.8%,14%,-15%,x,x,x,7%
Cc1nc(S/C(C(=O)O)=C2/C(=O)Nc3ccccc32)n[nH]1,-1%,3.8%,-15%,0%,x,x,x,10%
CC1CCN(C(=O)c2scc3c2OCCO3)CC1,-1%,-1.9%,-3%[46.1 µM],8%,-5%,-9%[38.3 µM],-20%,-3%
COc1cc(C(=O)NCCC(=O)NCCc2ccc(Cl)cc2)cc(OC)c1OC,1%,-1.0%,8%,6%,-1%,-3%,-7%,-1%
Cc1ccn2cc(CSc3ccccc3)nc2c1,-7%,1.5%,-9%[46.1 µM],-13%,-8%,14%[38.3 µM],13µM*,4%
O=C(N/C=C\n1cnc2cc(C(F)(F)F)ccc21)c1ccc([N+](=O)[O-])cc1,5%,2.7%,-11%,i,x,x,x,0%
Cc1ncc(CO)c(/C=N/NC(=S)Nc2ccc(C(C)C)cc2)c1O,u,3.2%,-6%,9%,x,x,x,33%[activator]
CNC(=S)NCCc1c[nH]c2ccc(OC)cc12,1%,-0.2%,18%,10%,-1%,-2%,2%,0%
Cc1cc(Br)cc2c(C(=O)Nc3c(C)n(C)n(-c4ccccc4)c3=O)cc(-c3cccs3)nc12,-28%,1.1%,-13%[46.1 µM],-1%,7%,-2%,14%,-7%
CC(=O)NNc1cc(=O)c2c(=O)n(C)c(=O)n(C)c2[nH]1,-6%,-1.6%,-2%[46.1 µM],-11%,3%,-1%[38.3 µM],11%,13%
O=C(C(=O)N1CCCc2ccccc21)N1CCCc2ccccc21,8%,-2.3%,-1%,5%,-5%,-1%,u,-12%
O=C(CN1C(=O)NC2(CCCCCCC2)C1=O)N1CCc2ccccc2C1,5%,1.0%,-15%[46.1 µM],1%,-2%,-10%[38.3 µM],-8%,-6%
COc1ccccc1N(Cc1cc(=O)[nH]c2ccccc12)C(=O)c1cccc([N+](=O)[O-])c1,-10%,2.8%,u,-12%,x,x,x,3%
O=C(Nc1cccn(Cc2cccc(F)c2)c1=O)NC1CCCCC1,-17%,-2.3%,-13%,i,3%,5%,-19%,-6%
C/C(=N\Nc1ccc([N+](=O)[O-])cc1)c1ccco1,10%,4.6%,-6%,-4%,-11%,12%,x,25%
CCc1ccc2nc(NC(=O)CSCc3c(C)noc3C)sc2c1,3%,-0.1%,-23%[46.1 µM],-14%,0%,4%,u,1%
Cc1ccnc(SCC(=O)N2CCc3ccccc3C2)n1,-7%,-1.1%,-4%,-12%,-5%,2%,x,14%
CCn1c(=O)n(CC(=O)NCc2ccccc2OC)c(=O)c2ccccc21,0%,0.0%,6%[46.1 µM],-6%,-1%,24%[38.3 µM],-2%,-4%
COc1cc(CNc2ccc(NC(C)=O)cc2)ccc1OCc1ccccc1C,7%,1.1%,-27%,i,2%,14%,15%,10%
O=C(NC(=Nc1nc2ccccc2o1)NC(=O)c1ccccc1)c1ccccc1,0%,-1.5%,-56%,i,0%,-8%,u,-7%
COc1cccc(N(C(=O)C2COc3ccccc3O2)C(C(=O)NC2CCCCC2)c2ccc(O)cc2)c1 (stereo not given),11%,0.0%,u,-2%,1%,9%,-11%,1%
COc1ccc(/C=C2\SC(=S)N(CC(=O)NNC(=O)c3ccncc3)C2=O)cc1,0%,-0.7%,3%,-12%,-4%,-2%,5%,3%
COC(=O)c1ccc(OC(=O)C23CCC(C)(C(=O)O2)C3(C)C)cc1 (stereo not given),5%,-3.7%,38%,-9%,-2%,7%,27%,20%
O=C1/C(=N/n2cnnc2)c2ccccc2N1Cc1ccccc1,9%,2.3%,u,-6%,5%,24%[38.3 µM],-4%,2%

Marked active in SMN2 splice enh, among the entries above:
canonical_smiles | JMJD2E inh | Epigenetic derep | NPSR antag | RECQ1 helicase | IMPase Li cell | SMN2 splice enh | GoLoco inh red
Cc1ccn2cc(CSc3ccccc3)nc2c1 | -7% | 1.5% | -9%[46.1 µM] | -13% | 14%[38.3 µM] | 13µM* | 4%

Next section:
molecule,JMJD2E inh,Epigenetic derep,NPSR antag,RECQ1 helicase,Luc counter,IMPase Li cell,SMN2 splice enh,GoLoco inh red
COc1ccc(-c2nn(-c3ccccc3)cc2/C=N/NC(=S)NC(C)C)cc1OC,u,0.0%,-21%,-19%,-3%,-2%,16%,4%
CCN(C(=O)COC(=O)c1cc(-c2cccs2)nc2ccccc12)C1CCS(=O)(=O)C1 (stereo not given),u,0.1%,-14%,i,3%,12%,4%,1%
COc1ccc(NC(=O)C(C)NS(=O)(=O)c2ccc(NC(C)=O)cc2)cc1Cl (stereo not given),10%,-4.9%,-5%[46.1 µM],i,-2%,-2%,-2%,-15%
O=C(c1ccc2c(c1)OCO2)N1CCC2(CC1)Oc1ccc(Cl)cc1C(=O)C21CC(c2cccnc2)=NO1 (stereo not given),-17%,4.5%,-33%,2%,x,x,x,13%
COc1ccc(C(=O)NCc2nnc(SC)n2C2CCCCC2)cc1,-2%,-1.0%,-1%[46.1 µM],0%,1%,-7%,0%,-6%
Nc1ccc(-c2nc3cc(N)ccc3s2)cc1,u,-1.1%,20%,4%,-17%,-17%,x,16%
CCCn1nc(NC(=O)c2cccs2)c2cc3ccc(C)cc3nc21,u,1.6%,u,4%,x,x,x,6%
O=C(COC(=O)c1cc(S(=O)(=O)N2CCCC2)ccc1O)Nc1ccc(S(=O)(=O)N2CCOCC2)cc1,u,1.3%,6%,-4%,x,x,x,7%
COc1ccccc1CNC(=O)CNC(=O)c1cn(-c2ccccc2OC)c(=O)c2ccccc12,-20%,-1.1%,-17%,-2%,-5%,7%,-2%,3%
COCc1cc(C)nc2sc(C(=O)N3CCCC3)c(N)c12,-15%,0.0%,11%[46.1 µM],-1%,-3%,7%[38.3 µM],u,5%
CCN1CCCC1Cn1c(-c2ccccc2)nc2c(N(CCOC)CCOC)nc(C)nc21 (stereo not given),u,2.3%,x,-4%,-4%,14%,-8%,8%
COc1ccccc1NC(=O)CSc1c2c(nc3ccccc13)CCC2,5%,0.0%,23%,-2%,-3%,14%,1%[1.84 µM],3%
CCC1=NC(c2ccccc2OC)N(O)C1(C)C (stereo not given),4%,-2.5%,-9%[46.1 µM],i,-6%,u,11%,-8%
Fc1ccc(N/N=C/c2cccnc2)c(F)c1,8%,-2.8%,7%,-1%,-1%,12%,26%,8%
CN(c1ccccc1)S(=O)(=O)c1ccc(C(=O)Nc2nnc(C3CC3)o2)cc1,u,-1.5%,-8%,10%,0%,1%,-56%[inhibitor],6%
CC12CCC(C(=O)Nc3ccc(SC(F)F)cc3)(CC1=O)C2(C)C (stereo not given),5%,1.1%,-10%[46.1 µM],i,-4%,-1%[38.3 µM],-24%,3%
O=C(COC(=O)C12CC3CC(CC(C3)C1)C2)Nc1ccc([N+](=O)[O-])cc1Br,5%,0.0%,-32%,i,0%,11%,10%,-1%
CCCCc1nc2ccccc2c(NC(=O)CN(CC)CC)c1CCC,u,0.1%,-8%[46.1 µM],-4%,-4%,-6%[38.3 µM],22%,5%
Cc1cc2c(c(SCC(=O)NCc3ccccc3Cl)n1)C(=O)OC2,-5%,-1.2%,0%,0%,2%,8%,-9%,4%
CC(=O)Nc1ccc(S(=O)(=O)Nc2ccc(C)c([N+](=O)[O-])c2)cc1,1%,-5.0%,5%,-12%,3%,1%,-40%,4%
O=C(OCN1C(=O)c2ccccc2C1=O)/C(=C\c1ccco1)NC(=O)c1ccccc1,2%,1.1%,-13%[46.1 µM],i,-2%,13%[38.3 µM],-3%,8%
O=C(c1ccco1)N1CCN(C(=O)c2cc3c(=O)oc4ccccc4c3s2)CC1,10%,0.9%,0%[46.1 µM],-2%,-2%,-9%[38.3 µM],14%,-23%
O=C(Cc1ccc2c(c1)CCCC2)Nc1ccccc1Br,2%,-1.2%,-9%[46.1 µM],-17%,-1%,8%[38.3 µM],-24%,5%
O=C(CN1CCCc2ccccc21)NCc1ccccc1Cl,-22%,0.0%,-14%[46.1 µM],-9%,x,x,x,x
CCCc1nc(SCC(=O)c2ccc(OC)cc2)c2ccccc2n1,-9%,-0.1%,-30%,-5%,0%,8%,-29%,12%
COc1ccc(CCNCc2ccc(OCC(=O)N3CCCCC3)c(OC)c2)cc1OC,7%,-0.4%,14%,i,-1%,16%,0%,-1%
Fc1cccc2ncnc(OCc3ccccc3)c12,10%,-1.4%,-43%,-10%,0%,5%,13%,-5%
COC(=O)C1=C(C)n2nnnc2NC1c1cc2ccccc2o1 (stereo not given),-2%,-2.3%,-12%[46.1 µM],-12%,-1%,0%[38.3 µM],-10%,8%
Cn1c(=O)n(C)c2cc(S(=O)(=O)N3CCCc4ccccc43)ccc21,-4%,0.0%,-10%[46.1 µM],i,2%,1%[38.3 µM],19%,3%
